HT1080-NT tox – kills 2HG-producing HT-1080-NT fibrosarcoma cells; HT-1080-NT fibrosarcoma viability, CellTiter-Glo ATP luminescence, 48 h; Potency, µM (series often up to 46.1 µM), without a hit: top-dose activity, negative = less viability, most hits filed as cytotoxic; hit rate 1.6% among 360,000;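 also: NT is the 2HG producing partner of a matched IDH1 knockdown line; potency is read from the fitted curve at half-maximal effect; 0% = DMSO-treated cells and -100% = media-only wells without cells; nearly all actives have a fitted effect of over 55% in size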
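A 48-hour cytotoxicity screen used HT-1080-NT cells plated 2 hours before compound delivery. ATP-based CellTiter-Glo luminescence measured viability, normalized to DMSO and no-cell controls.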
SW480 rereplic – inducers of DNA re-replication in SW480 colon cancer cells; SW480 DNA re-replication, Hoechst DNA content imaging, 48 h; Potency, µM (doses to about 46.1 µM), for inactives: at the highest dose re-replication activation, usual class: activators; hit rate 1.8% among 340,000; AID 624297; also: potency is read from the fitted curve at half-maximal effect; % of control where 0% means no effect; nearly all actives have a fitted effect of over 55% in size
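Hoechst fluorescence of nuclei (405 nm excitation, 500-530 nm emission) measured by plate-scanning imager after 48 hr compound exposure at 37 C; re-replication scored as increased number of nuclei with elevated intensity.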
KB-3-1 tox – kills parental KB-3-1 adenocarcinoma cells. AID 1347075. hit rate 1.4% among 400,000. Potency, µM (titrated, usually from 46.1 µM), inactives show at the top dose activity change, negative = cytotoxic, actives largely listed as cytotoxic. KB-3-1 viability, CellTiter-Glo ATP luminescence, 72 h; also: potency is read from the fitted curve at half-maximal effect; % is scaled to controls: 0 for no effect and ±100 for the full control effect; nearly all actives have a fitted effect of over 60% in size
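Parental KB-3-1 adenocarcinoma cells in phenol-red-free DMEM with 10% FBS were pin-treated with compounds at several concentrations, incubated 72 h at 37 °C, and viability read by CellTiter-Glo luminescence; concentration-effect curves were fitted after normalization.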
ATXN viability – cell viability loss in ATXN counter-screen; hit rate 0.49% among 400,000; Potency, µM (titrated, usually from 56.7 µM), hits mostly cytotoxic; S2 cells (HEK-293 line with an ATXN2-luciferase reporter) viability, CellTiter-Fluor protease fluorescence, 24 h; also: potency is read from the fitted curve at half-maximal effect; nearly all actives have a fitted effect of over 40% in size
HepG2 viability – kills HepG2 cells in TGF-b inhibitor counter-screen. hit rate 0.76% among 410,000. Potency, µM (series often up to 46.1 µM), inactives show top-dose activity change, negative = cytotoxicity, actives largely listed as cytotoxic. HepG2 CAGA-GFP viability, ATP luminescence, 18 h; also: potency is read from the fitted curve at half-maximal effect; some results filed as inactive show a strong effect at the top dose
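CellTiter-Glo luminescence gave cytotoxicity after 18 hours at 37 degrees C. The cells were HepG2 CAGA-GFP in 1% FBS DMEM, stimulated with 500 pg/mL TGF-beta after compound addition. %Activity was normalised to no-cell wells (complete cell-killing) and DMSO (no toxicity), and curves were fitted and classified.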
IL-1B inflam inh – inhibitors of inflammasome signaling (IL-1 beta secretion); THP-1 LPS/ATP IL-1B secretion, AlphaLISA, 16 h; active compounds read low; activity change, % at 57.5 µM; hit rate 4.7% among 360,000; in the data active = activity change below about -50%; inconclusive = mostly about -30% to -49%; also: % is scaled to controls: 0 for no effect and ±100 for the full control effect
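Secreted IL-1B measured by AlphaLISA bead assay after 16 h compound exposure of THP-1 cells; compounds (final up to 57.5 uM) added 1 h before LPS (250 ng/mL) and ATP (1.25 mM) stimulation; lower signal means less secretion.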
HT1080 IDH1KD tx – HT-1080 IDH1 knockdown cell toxicity (counter line); HT-1080 IDH1 knockdown viability, ATP luminescence, 48 h; hit rate 2% among 360,000; Potency, µM (series often up to 46.1 µM), for inactives: at the highest dose activity, negative = toxicity, actives largely listed as cytotoxic;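 also: potency is read from the fitted curve at half-maximal effect; 0% = DMSO wells and -100% = cell-free medium wells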
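HT-1080-IDH1KD cells (IDH1 knocked down), 750/well in RPMI with 5% FBS, treated with compound 48 h at 37 degrees C. Viability by CellTiter-Glo luminescence, normalised to DMSO and no-cell wells; concentration-response curves classed.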
MCF10A rerep – induces DNA re-replication in MCF 10a normal breast cells | AID 624296 | hit rate 2.9% among 350,000 | MCF 10A DNA re-replication, Hoechst nuclear intensity, 48 h | Potency, µM (series often up to 46.1 µM), without a hit: at the top dose activity, positive = re-replication, usual class: activators; also: potency is read from the fitted curve at half-maximal effect; % of control where 0% means no effect; nearly all actives have a fitted effect of over 50% in size
ATXN2 expr inh – inhibitors of ATXN2 expression | Potency, µM (top dose mostly 57 µM), inactives show top-dose activity change, negative = inhibition, usual class: inhibitors | hit rate 0.72% among 360,000 | HEK-293 ATXN2-luciferase reporter, luminescence, 24 h; also: potency is read from the fitted curve at half-maximal effect; % is scaled to controls: 0 for no effect and ±100 for the full control effect; nearly all actives have a fitted effect of over 55% in size
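qHTS (up to 57 uM final) was run with 24 h compound exposure of reporter cells at 37 °C. Each well was multiplexed: SteadyGlo luminescence measured ATXN2-luciferase expression after a fluorogenic Gly-Phe-AFC viability readout (25 uM final).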
* marks the source's active call; other numbers are inactive results; i = inactive; ? = inconclusive; . = not tested or not shown; & = joins results of further samples; [ ] = remark or other dose. Unless noted, calls follow the shape of the dose curve; as a rule, active = well fitted curve in the direction sought with a large enough effect; inconclusive = small, poorly fitted or top-dose-only effect, or another doubt; inactive = no such curve, though single readings can be large; an effect the other way counts as inactive or inconclusive.

Below each SMILES: HepG2 viability, HT1080-NT tox, MCF10A rerep, KB-3-1 tox, ATXN2 expr inh, HT1080 IDH1KD tx, SW480 rereplic, ATXN viability, IL-1B inflam inh
- Cc1ccc(S(=O)(=O)c2cc3ccccc3oc2=O)cc1
  27%, -23%, ?, ?, -2%[11.3 µM], ?, -10%, ., -7
- CN(C)CCOC(=O)/C(=C/c1cn(C)c2ccccc12)NC(=O)c1ccccc1
  -18%, -15%, ?, -4%, -6%, -19%, 0%, i, -12
- COC(=O)CC1COc2ccccc2N1C(=O)c1ccc(C(C)(C)C)cc1 (stereo unspecified)
  -43%, -3%, 17%, 17%, -10%, -22%, 1%, i, 33
- COc1ccc(S(=O)(=O)N2CCOCC2)cc1NC(=O)CN1CCC(Cc2ccccc2)CC1
  -55%, -15%, ?, -2%, ?, -20%, ?, i, i
- CCOC(=O)Cn1c(=O)oc2cc(S(=O)(=O)N3CCCC(C(=O)OCC)C3)ccc21 (stereo unspecified)
  6%, -3%, -2%, -4%, -5%, -2%, 1%, i, -23
- COc1cc(NS(=O)(=O)c2cn(C)cn2)cc(OC)c1OC
  5%, -1%, -4%, -2%, -5%, -7%, -4%, i, -5
- O=C(COC(=O)CCC(=O)c1ccccc1)NNC(=O)c1ccc(Cl)cc1
  -3%, 3%, -4%, 13%, 8%, 10%, 1%, ?, 0
- COc1ccccc1NS(=O)(=O)c1cc(NC(=O)c2sc3cc(Cl)ccc3c2Cl)ccc1C
  14%, 23%, 6%, 4%, ., 9%, ?, i, 24
- Cc1cccc(N2CCN(C(=O)c3cc4ccccc4oc3=O)CC2)c1C
  -12%, -2%, -3%, -8%, 20%, 2%, 3%, i, -18
- O=[N+]([O-])c1cccc(CSc2nc3ccccc3[nH]2)c1
  -2%, -3%, 6%, 3%, 9%, 1%, 0%, i, ?
- CCCCN(C(=O)c1nn(C)c(=O)c2ccccc12)c1c(N)n(CC(C)C)c(=O)[nH]c1=O
  6%, -1%, -6%, -5%, -18%, 0%, -6%, i, -2
- COc1ccc(C(C)(O)c2nc(-c3ccccc3OC)cs2)cc1 (stereo unspecified)
  -24%, ?, ., ?, -15%, 16µM*, ., i, 20
- O=C(OCC(=O)c1ccc(Cl)s1)c1cnccn1
  5%, 1%, -2%, 1%, -2%, -1%, -2%, i, 21
- CC(C)(C)NC(=O)CSc1ccc(S(=O)(=O)N2CCOCC2)cn1
  -6%, 8%, 1%, 0%, 6%, -6%, 3%, i, 27
- O=C(O)C1C2CCC(O2)C1C(=O)Nc1ccc(Br)cc1F (stereo unspecified)
  0%, -6%, 10%, 0%, ., -4%, -3%, i, 13
- O=C(c1ccc(C(F)(F)F)cc1)C1CCCN(C(=O)CCn2cncn2)C1 (stereo unspecified)
  9%, 13%, 5%, -9%, 26%, -2%, 8%, i, 12
- O=C1c2ccccc2S(=O)(=O)c2cc(N3CCN(C(=O)c4ccccc4)CC3)ccc21
  -11%, 3%, ?, 5%, 9%, 1%, -57%[inhibitor][9.22 µM], i, -67*
- COC(=O)c1ccc(COn2nnc3ccccc32)cc1
  -12%, -3%, -6%, -25%, 14%, -12%, -5%, ?, 38
- Cc1ccccc1CN1C(=O)c2ccccc2Sc2ccc(C(=O)NCCN3CCOCC3)cc21
  -14%, -29%, 7%, -2%, -26%, -29%, ?, i, -25
- COc1ccc(OC)c(NC(=O)COC(=O)c2nc(Cl)ccc2Cl)c1
  7%, 4%, -6%, 27%, 3%, 3%, -12%, i, 24
- Cc1ccc(C(=O)c2c(N)c(-c3nc(-c4ccc5c(c4)OCO5)cs3)c3ccccn23)cc1C
  7%, ., ., 7%, 15%, ., ., i, .
- CC(=O)NCCC(=O)Nc1cc(F)ccc1C
  28%, 13%, -1%, 5%, 13%, 9%, -4%, ?, 8
- CCN(C(=O)CSc1nc2cc(S(=O)(=O)N(CC)CC)ccc2o1)C1CCS(=O)(=O)C1 (stereo unspecified)
  0%, 1%, 9%, -16%, -1%, 9%, 17%, i, 10
- CCN(C(=O)CCc1nnc2ccc(N3CCC4(CC3)OCCO4)nn12)c1ccccc1
  5%, -2%, 0%, 13%, 10%, 18%, -10%, i, 4
- CSCc1ccc(C(=O)NCc2ccc(F)cc2)cc1
  -2%, -3%, 23%, 14%, 6%, -2%, -3%, i, ?
- Cc1ccc(C)c(NC(=O)CN(C)S(=O)(=O)c2ccc3c(c2)CCC(=O)N3)c1
  0%, ., ., 23%, 5%, ., ., i, .
- COc1cc(N=Cc2c(O)[nH]c3ccccc23)cc(OC)c1OC
  -34%, -13%, 15%, ?, 0%, ?, -10%, ?, 0
- COc1ccc(-c2nnc3ccc(SCC(=O)N4CCOCC4)nn23)cc1
  -4%, -1%, -2%, 0%, -5%, -8%, 3%, i, -3
- Cc1c(C(=O)N2CCCCC2)c(S(=O)(=O)N(C)Cc2ccccc2)c(C)n1C
  9%, -2%, -1%, -12%, 3%, -2%, -8%, i, -8
- CC(=NO)C1(C)CC=CCC1CO (stereo unspecified)
  -22%, -1%, ., -1%, ., -7%, ., i, 1
- CCOC(=O)N1CCC(NC(=O)CSCc2nc(-c3ccc(OCC)cc3)oc2C)CC1
  -8%, -9%, 14%, 6%, -14%, -4%, 0%, i, -29
- Cc1ccccc1CNC(=O)C1CCCN(c2cnccn2)C1 (stereo unspecified)
  5%, -9%, 2%, -8%, ., -9%, -2%, i, 5
- COc1ccc(/C=N\NC(=O)C2=NNC(=O)C2C)cc1 (stereo unspecified)
  -36%, -10%, 3%, -15%, 2%, -21%, 2%, i, 22
- CN1CCN(c2c(F)cc3c(=O)c(C(=O)O)cn(CCF)c3c2F)CC1
  ., ., 2%, ., 1%&6%, ., 4%, i, .
- CN(C)S(=O)(=O)Oc1ccsc1C(=O)Nc1ccc(Br)cc1
  6%, -15%, 0%, -4%, 5%[11.3 µM], -23%, 4%, ., ?
- Cc1nc2scc(C)n2c(=O)c1S(=O)(=O)Nc1ccc(N2CCN(C(=O)C(C)C)CC2)cc1
  -11%&-2%, ?, ?, ?, 5%, -28%, -1%, i, 21
- COc1cc2cc(C(c3nnnn3Cc3ccc(F)cc3)N3CCCCCC3)c(=O)[nH]c2cc1OC (stereo unspecified)
  -13%, -3%, 10%, 0%, 1%, ?, 5%, ?, -15
- CCCCC1(C2CCCC2)NC(=O)NC1=O (stereo unspecified)
  -2%, 1%, 0%, 11%, 8%, 9%, 1%, i, 6
- Cc1[nH][nH]c(=O)c1C(c1ccc(-c2cccc(C(=O)O)c2)o1)c1c(C)[nH][nH]c1=O
  2%, 10%, 3%, -1%, 7%, 10%, -15%, i, 6
- Cn1c(=O)c2[nH]c(-c3ccccc3)c(O)c2n(C)c1=O
  -32%, -2%, 0%, 19%, -17%, 8%, 4%, i, 3
- CN=CC1=C(O)c2ccccc2C1=O
  3%, 1%, 13µM*, -2%, 5%, 4%, 28%, i, 23
- COc1cc(C(=O)Nc2nccs2)ccc1OCc1c(C)noc1C
  -2%, 3%, ?, -1%, 19%, 11%, -5%, i, -10
- CN(C)C(=O)c1c([N+](=O)[O-])c(C(C)(C)C)nn1C
  -2%, 11%, 2%, -1%, 5%, 7%, -1%, i, 12
- CC12CCC(=O)N1C(C(=O)Nc1cccc(S(=O)(=O)N3CCCCC3)c1)CS2 (stereo unspecified)
  0%, -2%, 13%, -1%, -4%, 0%, 7%, i, 10
- c1cc(N2CCCC2)ccc1C(c1nnnn1C1CCCCC1)N1CCOCC1 (stereo unspecified)
  -4%, -7%, ?, 5%, 1%, -4%, 18%, i, -1
- COc1cc(-c2nc3cnccn3c2NC(C)(C)CC(C)(C)C)ccc1O
  -34%, -5%, 2%, -14%, -23%, -12%, -3%, i, 0
- Cc1ccc(-c2nc(CS(=O)CC(=O)NCCN3CCCCCC3)c(C)o2)cc1 (stereo unspecified)
  -65%, -2%, 5%, 0%, ., 2%, -9%, ., -14
- Cc1cccc(-c2n[nH]c(=S)n2/N=C/C=C/c2ccco2)c1
  -26%, -2%, -1%, 6%, ., 1%, -23%, ?, 14
- CCn1c(=O)c(C(=O)CN2CCN(S(=O)(=O)c3ccccc3)CC2)c(N)n(Cc2ccccc2)c1=O
  -1%, -30%, 10%, 14%, -24%, -3%, -5%, ?, -17
- COc1ccc(Cc2c(C(C)(C)C)nc3ccc(C)cn23)c(C)c1
  -25%, ?, ., -12%, 4%, ?, ., ?, -14
- COc1ccccc1N=Cc1c(C)[nH]n(-c2ccc(C)cc2C)c1=O
  -2%, 1%, 2%, -2%, -26%, 11%, 2%, i, 22
- O=C(NC(=S)N1CCN(c2nc(-c3ccccc3)cs2)CC1)c1cccnc1
  -14%, -7%, ?, -7%, -10%, -5%, ?, i, 0
- CCOc1ccc(-n2c(SCC(=O)Nc3cc(C)on3)nc3c(c2=O)SCC3)cc1
  9%, -6%, 7%, -27%, -17%, 0%, -2%, i, 7
- O=C(NCCCN1CCN(c2ccc(F)cc2)CC1)c1cc2c(Cl)nc3ccccc3c2s1
  -5%, ., ., 12%, 3%, ., ., i, .
- Cn1cc(/C=C(\NC(=O)c2ccccc2)C(=O)NCCN2CCOCC2)c2ccccc21
  -4%, -5%, 12%, -1%, 3%, -2%, -29%, i, 0
- CCOC1=C2CN(S(=O)(=O)c3ccc(C)cc3)[C@H](c3cccc4ccccc34)C[C@H]2[C@H]2C(=O)N(c3ccccc3)C(=O)[C@H]2C1
  -40%, 25%, ., 0%, -1%, 3%, ., i, -4
- CCn1cc(C(=O)NCCc2ccc(OC)c(OC)c2)c(=O)c2cc(S(=O)(=O)N3CCCCCC3)ccc21
  -2%, ., ., 13%, 4%, ., ., i, .
- CC1CN(Cc2nc3c(c(=O)n(C)c(=O)n3C)n2CCCO)CC(C)O1 (stereo unspecified)
  0%, -5%, 0%, -10%, -1%, -10%, -4%, i, 22

The order is random; overall some 8.9% were active at least once.
